KOR beta-arrestin-1: KOR antagonists, beta-arrestin recruitment, cell-based, luminescence, uHTS (AID 1778) | KOR beta-arrestin recruitment, luminescence, antagonist mode; higher % means a stronger effect | inhibition, % at 10 µM; hits with a dose series show IC50 in µM | 290,000 tested, 0.091% active; also: strong numbers were not always called active
HIV fusion peptide: cell-free HIV fusion peptide-binding blockers – biochemical, uHTS, fluorescence dequenching, primary screen (AID 1986); one-dose inhibition, % at 20 µM; IC50 in µM for titrated hits; cell-free peptide binding, fluorescence dequenching, 30 min; higher % means a stronger effect; 290,000 tested, 0.3% active; in the data active = inhibition mostly above about 52%, no sharp cut-off; inactive = mostly below about 76%; also: some results filed as inactive read as strong as hits
KOR beta-arrestin-2: KOR agonists, beta-arrestin recruitment, primary screen, cell-based, luminescence, uHTS (AID 1777); activation, % at 10 µM; hits with a dose series show EC50 in µM; 280,000 tested, 0.02% active; KOR beta-arrestin recruitment, luminescence; higher % means a stronger effect; in the data active = activation above about 50%, passing the limit was not always enough; also: a part of the inactive calls stands beside numbers as strong as those of hits
GPR55 beta-arrestin: GPR55 agonists via beta-arrestin recruitment, primary screen, imaging, U2OS cells, beta-arrestin-GFP redistribution (AID 1961); U2OS GPR55 beta-arrestin-GFP redistribution imaging; higher % means a stronger effect; one-dose activation, % at 10 µM; EC50 in µM for titrated hits; 290,000 tested, 0.048% active;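 active = activation above 40% with more than 50 cells counted in the well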;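 also: U2OS osteosarcoma cells stably expressing GPR55 and beta-arrestin-GFP; plate controls were DMSO negative control for no effect and LPI positive control for full effect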
Myeloid diff 2: compounds promoting myeloid differentiation. ER-HoxA9 myeloid progenitors, lysozyme-GFP differentiation, flow cytometry. calls only at 10 µM. 360,000 tested, 1% active;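 active = normalized GFP-positive differentiation at or above the plate's own cutoff, the solvent-only control mean plus 3 SD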;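 also: cells exposed to compound for four days before flow analysis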
GPR35 antagonists: inhibition of zaprinast-stimulated GPR35 beta-arrestin translocation – imaging, U2OS, beta-arrestin-GFP, zaprinast agonist, primary screen (AID 2058); U2OS GPR35 beta-arrestin-GFP translocation imaging, zaprinast antagonism; higher % means a stronger effect; one-dose inhibition, % at 10 µM; IC50 in µM for titrated hits; 290,000 tested, 0.052% active;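 active = inhibition of at least 50% with at least 30 cells and total cytoplasm GFP at most 10,000,000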
HEK293 NOD2/NF-kB: NOD2 signaling inhibitors, cell-based, luminescence, uHTS, HEK293 (AID 1566). HEK293 NOD2/NF-kB luciferase reporter, luminescence; higher % means a stronger effect. inhibition, % at 4 µM; hits with a dose series show EC50 in µM. 290,000 tested, 0.63% active; also: many of its hits are not listed in these tables
NOD1 NF-kB reporter: inhibition of NOD1-driven NF-kB reporter – cell-based, luminescence, uHTS, primary screen (AID 1578) | NOD1-driven NF-kB luciferase reporter cells, luminescence; higher % means a stronger effect | inhibition, % at 4 µM, or EC50 in µM where a hit was titrated | 290,000 tested, 1% active; in the data active = inhibition mostly above about 36%, no sharp cut-off; inactive = mostly below about 34%;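 also: HEK-293T reporter cells stimulated with the NOD1 agonist gamma-tri-DAP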
GPR55 LPI antagonism: GPR55 antagonists blocking LPI-driven arrestin recruitment, primary screen, imaging, U2OS, beta-arrestin-GFP, LPI agonist (AID 2013); U2OS GPR55 beta-arrestin-GFP translocation imaging, LPI antagonism; higher % means a stronger effect; inhibition, % at 10 µM; hits with a dose series show IC50 in µM; 290,000 tested, 0.13% active;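 active = spots per cell inhibited over 60%, with over 100 cells counted and total cytoplasm intensity under 500,000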;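 also: U2OS cells stably carrying GPR55 and arrestin-GFP stimulated by 5 µM LPI near EC80; imaged beta-arrestin-GFP aggregate spots per cell after agonist stimulation; plate controls were LPI-stimulated DMSO wells for no effect and DMSO wells without LPI for full effect; some results filed as inactive read as strong as hits; confirmed hits need IC50 under 10 µM and bright autofluorescent wells are also inconclusive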
Myeloid diff 2 GFP+ MAC1+ %: also measured in Myeloid diff 2; calls as there; GFP+ MAC1+ double positive, %; measured here: differentiation confirmed by MAC1 staining
Active calls of the source: *; i = inactive; / = no result given; [ ] = another dose, or the depositor's remark. Rule as the data show it, unless noted: active = inhibition above about 50%; inactive = the rest. An excerpt. The share of hits here may be higher or lower than overall.

SMILES	KOR beta-arrestin-1	HIV fusion peptide	KOR beta-arrestin-2	GPR55 beta-arrestin	Myeloid diff 2	Myeloid diff 2 GFP+ MAC1+ %	GPR35 antagonists	HEK293 NOD2/NF-kB	NOD1 NF-kB reporter	GPR55 LPI antagonism
Cc1ccc(S(=O)(=O)N(C)C)cc1NC(=O)CN1C(=O)NC2(CCCc3ccccc32)C1=O (stereo unspecified)	-34.0%	-0.8%	8.0%	-0.3%	i	0.2	-15.0%	-1.2%	-38.1%	9.0%
CC1(C)C2CCC1(C)C(OCCNCCOC(=O)Nc1ccccc1)C2 (stereo unspecified)	7.9%	-1.7%	1.5%	-0.1%	i	0.2	2.6%	1.3%	-12.8%	0.9%
COc1ccc(C)cc1NC(=O)C(Sc1nnc(-c2ccncc2)n1-c1ccc(Cl)cc1)c1ccccc1 (stereo unspecified)	16.8%	-1.4%	-1.7%	-0.1%	i	0.4	-7.3%	5.1%	-36.0%	-0.7%
O=C(O)CSc1nnc(Cc2ccccc2)n1Cc1ccccc1	-4.4%	-1.0%	7.7%	-0.2%	i	8.0	8.8%	12.8%	-7.9%	7.8%
O=C(CNCC1CCCO1)Nc1ccccc1-n1cccc1 (stereo unspecified)	27.9%	3.2%	-3.8%	-0.1%	i	5.7	-21.7%	-10.4%	-39.4%	8.3%
COc1ccc(-n2c(C)cc(C(=O)COC(=O)Cn3cnc4ccccc43)c2C)cc1	8.7%	-0.6%	-4.2%	-0.1%	i	1.1	3.6%	7.7%	/	0.1%
Cc1ccc(NS(=O)(=O)c2cc(C(=O)NCc3cccnc3)ccc2C)cc1	7.2%	1.3%	-4.2%	-0.1%	i	0.9	-5.9%	1.7%	-16.9%	-8.3%
CCOc1ccc(N(C(=O)/C=C/C(=O)Nc2cc(C)on2)C(C(=O)NC2CCCC2)c2ccccc2C)cc1 (stereo unspecified)	-29.1%	-2.0%	2.7%	-0.1%	i	8.1	11.6%	30.7%	52.5%	29.7%
O=C(COC(=O)Cn1cnc2ccccc2c1=O)Nc1cc(Cl)ccc1[N+](=O)[O-]	/	0.0%	-1.1%	0.2%	i	0.2	-6.5%	15.9%	-11.9%	-1.8%
Cc1c(S(=O)(=O)Nc2ccc3c(c2)OCCO3)c(=O)n(C)c(=O)n1C	-47.6%	3.4%	1.5%	-0.1%	i	3.1	15.0%	5.2%	5.3%	-4.7%
NC(=O)c1sc2nc(-c3cccnc3)ccc2c1N	10.3%	-1.3%	-0.7%	-0.2%	i	0.6	27.9%	-53.1%	0.8%	-1.5%
O=S(=O)(c1ccc(Cl)cc1)N1CCSC1c1ccco1 (stereo unspecified)	38.7%	1.9%	/	0.2%	i	2.3	-0.1%	-18.1%	-36.0%	3.0%
CC(C(=O)NCC1CCCO1)N1C(=O)C2C3CC(C(Br)C3Br)C2C1=O (stereo unspecified)	-11.3%	0.8%	3.0%	0.7%	i	0.6	0.0%	20.5%	3.6%	5.8%
O=C(C1CCCN(S(=O)(=O)Cc2ccccc2)C1)N1CCC(Cc2ccccc2)CC1 (stereo unspecified)	/	-4.3%	-3.0%	-0.1%	i	1.3	22.2%	-6.5%	22.3%	7.0%
COc1ccc(-n2ncc3c(N4CCCCC4)ncnc32)cc1	-5.7%	1.2%	-3.0%	-0.4%	i	1.3	-16.4%	67.7%*	87.0%*	12.4%
COC(=O)CCSCC(=O)Nc1nnc(C)s1	7.8%	1.1%	-1.9%	-0.1%	i	2.9	-7.1%	9.0%	-21.7%	2.2%
CCOC(=O)C1CCN(C(=O)COc2cc(C)c(Br)cc2C)CC1	1.3%	-0.5%	5.7%	0.5%	i	1.0	-2.0%	-0.2%	-16.0%	1.5%
CCOc1cc(C2NC(=O)NC2=O)ccc1O (stereo unspecified)	0.3%	-0.9%	-3.1%	-0.4%	i	0.0	0.4%	16.8%	-13.8%	-2.8%
CCNC(=S)N1CCN(CCN=CC2=C(O)CC(c3cccs3)CC2=O)CC1 (stereo unspecified)	15.8%	-1.1%	1.7%	-0.1%	i	5.9	-10.7%	1.0%	-14.2%	6.3%
O=C(O)c1ccc(CSc2nc(-c3ccccc3)cc(C(F)(F)F)n2)cc1	-65.7%	51.8%	8.1%	0.6%	i	0.2	-1.4%	28.8%	16.9%	43.1%
COc1ccc(NC(=S)N2CCC(c3nc4ccccc4[nH]3)CC2)c(OC)c1	30.2%	-4.5%	-5.6%	-0.1%	i	0.8	14.0%	-18.8%	22.8%	6.4%
O=C(CCc1nnc(C2CCCCC2)o1)N1CCN(c2ccccc2F)CC1	-13.3%	-0.7%	1.8%	-0.3%	i	0.6	10.7%	-85.9%	-50.1%	-13.6%
CN1C(=O)NC(c2ccc(O)cc2)C2=C1CN(c1cccc3ccccc13)C2=O (stereo unspecified)	-20.2%	-1.7%	5.8%	0.0%	i	0.5	-12.6%	7.0%	18.3%	-30.0%
C/C(=N\NC(=O)C(N)=O)c1ccc(O)cc1O	-45.1%	1.6%	3.4%	0.3%	i	0.2	-2.4%	-9.5%	-32.5%	0.3%
N#Cc1ccc(S(=O)(=O)N2CCC(N3CCCCC3)CC2)cc1	-52.1%	0.2%	-2.8%	-0.1%	i	2.2	8.9%	-31.1%	-2.4%	4.3%
CCn1c(CNC(=O)COc2c(C)cccc2C)nnc1SCC(=O)Nc1nccs1	-11.6%	2.8%	0.1%	-0.2%	i	0.8	-2.8%	6.1%	3.9%	-6.4%
Cc1ccc(P(=O)(CO)c2ccc(C)cc2)cc1	-41.6%	-0.5%	1.4%	-0.1%	i	0.5	1.5%	7.1%	1.5%	-13.2%
CC12CCC(C(=O)NNC(=O)c3ccc(Br)cc3)(OC1=O)C2(C)C (stereo unspecified)	4.3%	0.7%	5.7%	-0.1%	i	2.4	6.7%	9.5%	-21.4%	13.6%
O=C1COc2ccc(NC(=O)c3ccccc3C(=O)O)cc2N1	15.8%	0.4%	-5.3%	0.0%	i	0.8	-2.9%	2.9%	-12.7%	5.6%
COc1ccc(C(=O)NC(=S)Nc2ccc(CN3CCOCC3)cc2)cc1	26.8%	-1.7%	3.4%	-0.1%	i	0.4	-3.6%	18.7%	-0.3%	-12.1%
c1ccc(CN2CCN(c3nc4ccccc4n4cnnc34)CC2)cc1	-2.5%	2.2%	4.1%	-0.1%	i	2.3	-0.6%	-4.8%	-12.3%	-1.0%
COc1cc(C)c(S(=O)(=O)N2CCCC2)cc1C(C)C	-9.0%	-0.8%	-3.6%	0.1%	i	0.5	-6.5%	17.1%	0.8%	-2.9%
O=S(=O)(NCCSCc1ccc(Cl)cc1Cl)c1ccc2c(c1)OCCO2	-15.7%	-3.9%	-1.0%	-0.1%	i	0.8	-0.9%	8.4%	/	19.1%
CCCN1CCC(=NNc2ccc(S(=O)(=O)N(CC)CC)cc2[N+](=O)[O-])CC1	-154.9%	-1.9%	-3.8%	0.2%	i	1.9	-7.1%	3.7%	-50.2%	-9.2%
COc1cc(OC)nc(NC(=O)COC(=O)C2CCCCC2)n1	-6.7%	3.2%	-2.9%	0.3%	i	0.6	17.4%	-8.3%	-19.3%	8.2%
CCc1nnc(NC(=O)CCC(=O)N2CCCC(O)C2)s1 (stereo unspecified)	-18.7%	-0.8%	0.2%	0.2%	i	1.3	2.5%	15.2%	-50.6%	1.0%
CCOC(=O)/C(C#N)=C\c1cn(C)c2ccccc12	-12.6%[20 µM]	-1.1%	/	-0.1%	i	0.2	-1.5%	-25.7%	-30.1%	6.9%
O=C(O)/C=C/C(=O)Nc1ccc(C(=O)c2ccccc2)cc1	-28.1%[20 µM]	1.4%	/	0.1%	i	0.5	-7.4%	15.2%	-15.4%	14.5%
CC1CCc2onc(C(=O)NCc3ccco3)c2C1 (stereo unspecified)	-13.7%	-0.1%	5.1%	-0.7%	i	0.3	-1.2%	0.2%	-6.2%	10.0%
C(=N\c1nc2ccccc2n1CCN1CCCCC1)/c1ccc2c(c1)OCO2	/	7.4%	/	0.2%	i	0.4	20.8%	-6.4%	-10.7%	13.6%
O=C(Nc1ccc(S(=O)(=O)N2CCCCC2c2cccnc2)cc1)c1c(F)cccc1F (stereo unspecified)	0.4%	-0.7%	-2.1%	-0.4%	i	0.1	-7.8%	13.2%	7.1%	15.8%

One compound at a time (already shown). Values in the order: KOR beta-arrestin-1	HIV fusion peptide	KOR beta-arrestin-2	GPR55 beta-arrestin	Myeloid diff 2	Myeloid diff 2 GFP+ MAC1+ %	GPR35 antagonists	HEK293 NOD2/NF-kB	NOD1 NF-kB reporter	GPR55 LPI antagonism
CC1CCc2onc(C(=O)NCc3ccco3)c2C1 (stereo unspecified) is listed with -13.7%	-0.1%	5.1%	-0.7%	i	0.3	-1.2%	0.2%	-6.2%	10.0%
c1ccc(CN2CCN(c3nc4ccccc4n4cnnc34)CC2)cc1 is listed with -2.5%	2.2%	4.1%	-0.1%	i	2.3	-0.6%	-4.8%	-12.3%	-1.0%
CCc1nnc(NC(=O)CCC(=O)N2CCCC(O)C2)s1 (stereo unspecified) is listed with -18.7%	-0.8%	0.2%	0.2%	i	1.3	2.5%	15.2%	-50.6%	1.0%
COc1cc(OC)nc(NC(=O)COC(=O)C2CCCCC2)n1 is listed with -6.7%	3.2%	-2.9%	0.3%	i	0.6	17.4%	-8.3%	-19.3%	8.2%
O=C(Nc1ccc(S(=O)(=O)N2CCCCC2c2cccnc2)cc1)c1c(F)cccc1F (stereo unspecified) is listed with 0.4%	-0.7%	-2.1%	-0.4%	i	0.1	-7.8%	13.2%	7.1%	15.8%

Compound activity as filed in PubChem BioAssay.
